Screening data as filed in PubChem BioAssay.
ER stress rescue – rescue of cells from ER stress-induced death, primary screen, 384-well, CSM14.1, thapsigargin, ATP luminescence (AID 1222); CSM14.1 thapsigargin-induced death rescue, ATP luminescence; higher % means a stronger effect; cellular ATP content (survival), % at 20 µM, or EC50 in µM where a hit was titrated; 190,000 tested, under 10 active;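 active = EC50 below 50 µM in the dose-response confirmation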;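 note: death triggered by thapsigargin at about 15 µM added after 2 h compound pretreatment; cell ATP read after overnight thapsigargin exposure of roughly 18 to 22 hours; normalized against plate controls of thapsigargin alone and 5% DMSO vehicle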
MT stabilizer – microtubule stabilizers in HeLa cells, primary screen, imaging, high-content imaging; HeLa tubulin immunostaining HCS, 24 h; share of cells brighter than vehicle mean+2SD; % tubulin-high responders, % at 10 µM; actives 0.83% (n = 200,000); AID 2205, 2009;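 active = plate Z-score above 3 for both tubulin-high and condensed-nucleus cell shares, with cell loss under 80%, at 10 µM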;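 note: anti alpha tubulin signal scored within the nucleus-defined area of each cell; some results filed as inactive read as strong as hits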
bCat nuc transl – modulators of beta-catenin nuclear translocation, primary screen, imaging, HeLa cells, immunofluorescence, high-content; nuclear translocation activity, % at 5 µM; actives 0.3% (n = 190,000); AID 1665, 2009;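 active = nuclear translocation activity above 50% at 5 µM, with a well cell count of 50 or more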;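 note: per-cell ratio of nuclear to cytoplasmic median beta-catenin stain intensity; plate controls were DMSO negative control for no effect and GSK-3 inhibitor IX positive control for full effect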
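System: HeLa cells, endogenous beta-catenin; compound dosing: 5 µM primary single dose, 0.1% DMSO, 0.02–20 µM confirmation series; incubation: 24 h compound exposure at 37°C, 5% CO2; signal: beta-catenin immunofluorescence imaging with DAPI; evaluation: % activation, nuclear-to-cytoplasmic median beta-catenin signal ratio per cell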
XIAP displacement – XIAP antagonists, biochemical, IAP family, fluorescence polarization (AID 1018). one-dose displacement, % at 20 µM; IC50 in µM for titrated hits. actives 0.007% (n = 200,000). E3 ubiquitin-protein ligase XIAP (Homo sapiens). XIAP BIR domain, fluorescence polarization peptide displacement; higher % means a stronger effect; in the data active = displacement above about 50%; note: a part of the inactive calls stands beside numbers as strong as those of hits
Dynein cargo inh – inhibitors of GR-EGFP nuclear translocation, primary screen, dynein cargo transport inhibitor project, imaging, high-content, 3617.4 mouse cells; AID 1381, 2008; z-score, hits read low; actives 0.47% (n = 220,000); test concentration mostly 20 µM; stimulated with dexamethasone, 1 µM; stronger effect = lower value;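 active = plate z-score of nuclear minus cytoplasmic receptor signal below a set negative limit, without overly bright fluorescence or cell loss, cut at about -3.5 in these data, passing the limit was not always enough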;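 note: z-score of nuclear minus cytoplasmic ring GR-EGFP intensity difference per well; some compounds called inactive have numbers as strong as hits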
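Buffer or medium – tet-free medium with charcoal-stripped serum · Signal – automated 10x imaging of fixed Hoechst-stained cells · Also added – dexamethasone agonist, 1.0 µM final, for 30 min · Incubation – induction 48 h, compound 1 h, agonist 30 min · Read-out – GR-EGFP nuclear translocation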
Autophagy HCS – autophagy modulators in MEF cells, primary screen, imaging, high-content, MEF GFP-LC3; MEF GFP-LC3 puncta imaging; test concentration mostly 10 µM; calls only at 10 µM (by protocol); actives 0.98% (n = 190,000);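 active = percentage of spot-positive cells more than 3 SD above its plate mean, without a fluorescence outlier flag or 80% toxicity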;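 note: spot-positive cell cutoff set from DMSO-treated cells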
Insulin prom up – insulin promoter activators in MIN6 cells, imaging, high-content screening, mouse beta cells; MIN6 insulin promoter-GFP reporter; stronger effect = higher value; z-score at 5 µM; actives 0.3% (n = 190,000); AID 1625, 2009;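 active = z-score above 3 at 5 µM with at least 500 cells counted in the well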
WT yeast gro inh – growth inhibition of WT strain, primary screen, mitochondrial fusion inhibitor project, WT and mutant strains, chemical genetic | mitochondrial fusion phenotypic screen | inhibition, % at 10 µM | actives 2.1% (n = 190,000); in the data active = inhibition above about 58%; tested in S. cerevisiae
Lipid droplet – inhibitors of hepatocyte lipid droplet formation, primary screen, imaging, high-throughput imaging, BODIPY stain. inhibition, % at 6.5 µM. AID 1656, 2009. AML12 mouse hepatocytes, oleate lipid droplets. actives 0.4% (n = 240,000);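 active = lipid droplet intensity inhibited by at least 50%, with more than 500 cells counted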
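Test system: AML12 hepatocytes (mouse); reagent: oleate loading, 100 µM; dosing: one dose, 6.5 µM compound; incubation: overnight exposure; signal: fluorescence imaging, 20x objective, two fields per well; read-out basis: % inhibition of corrected integrated BODIPY droplet signal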
WT yeast gro inh mutant strain – recorded beside WT yeast gro inh, whose call it bears; inhibition, %; mitochondrial fusion phenotypic screen, mutant strain inhibition
Dynein cargo inh cytoplasmic EGFP – second read-out of Dynein cargo inh, no call of its own (marks repeat the call); z-score; measured here: cytoplasmic GR-EGFP intensity; stronger effect = higher value
Dynein cargo inh nuclear GR-EGFP – also measured in Dynein cargo inh; calls as there; z-score; measured here: nuclear GR-EGFP intensity;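 lower value marks the stronger effect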
Dynein cargo inh cell count – recorded beside Dynein cargo inh, whose call it bears; z-score; measured here: cell count per field
Insulin prom up cell count – second read-out of Insulin prom up, no call of its own (marks repeat the call); cell count; measured here: cytotoxicity, nuclei count;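 total cells summed across four imaged fields per well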
Lipid droplet cells 6.5 µM – also measured in Lipid droplet; calls as there; cell count; measured here: cell count, cytotoxicity flag;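 cells counted across two imaged fields per well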
bCat nuc transl cell count 5 µM – further read-out of bCat nuc transl, marked with its call; cell count; measured here: cell count, cytotoxicity flag
MT stabilizer Hoechst-high % – further read-out of MT stabilizer, marked with its call; % Hoechst-high responders; measured here: nuclear condensation Hoechst responders;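 share of cells brighter than vehicle mean plus two SD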
MT stabilizer cytotoxicity % – second read-out of MT stabilizer, no call of its own (marks repeat the call); toxicity, %; measured here: cytotoxicity by cell density;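 0% = mean cell density of plate MIN control wells and 100% = no cells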
Autophagy HCS cell loss 18 h – also measured in Autophagy HCS; calls as there; toxicity, %; measured here: cell loss, nuclei count;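 cell loss after 18 h compound exposure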
Active calls of the source: *; i = inactive; x = not tested or not shown.

structure,ER stress rescue,MT stabilizer cytotoxicity %,XIAP displacement,Dynein cargo inh nuclear GR-EGFP,Insulin prom up cell count,MT stabilizer Hoechst-high %,Dynein cargo inh cytoplasmic EGFP,Lipid droplet cells 6.5 µM,Lipid droplet,MT stabilizer,WT yeast gro inh,WT yeast gro inh mutant strain,Insulin prom up,bCat nuc transl,Dynein cargo inh,Autophagy HCS,Dynein cargo inh cell count,bCat nuc transl cell count 5 µM,Autophagy HCS cell loss 18 h
CC1(C)CC(=O)C(C=Nc2cc(C(=O)c3ccccc3)ccc2N)=C(O)C1,-0.2%,6.4,-4.4%,-0.015,1292,2.0,-0.37,682,2,7.5,-5,5,-0.14,-1.7,-0.75,i,1.5,1068,15
Cc1cccc(N2CCN(Cc3nc(C4CC4)no3)CC2)n1,x,x,x,0.57,1088,x,-0.17,648,-2,x,x,x,-0.02,0.3,0.22,x,0.03,1368,x
CCCCNC(=O)C1CCC(CNS(=O)(=O)c2ccc(NC(C)=O)cc2)CC1 (stereo not drawn),4.8%,7.3,-1.4%,0.52,1387,1.1,-0.11,757,2,3.7,2,-9,0.95,-2.0,-0.034,i,0.24,509,-13
O=Cc1c(C(=O)O)n(CC(=O)O)c2ccccc12,-2.0%,2.1,-8.0%,0.5,1414,3.0,-0.23,633,9,3.0,5,10,-0.27,0.5,0.7,i,-0.77,1205,-1
Cc1ccc2[nH]c(-c3ccccc3)c(CN(C)C)c(=O)c2c1,-2.7%,3.7,-6.9%,-1,1282*,1.4,-0.29,x,x,2.5,25,0,4.2*,-0.8,-0.39,i,0.88,1430,5
O=C(O)c1ccccc1O,16%,11,-2.8%,-0.0051,x,1.9,-0.28,697,8,1.9,-9,-1,x,-3.3,-0.37,i,0.77,606,-29
CCCc1cc(=O)[nH]c(/N=C(/NC(=O)C(C)N2C(=O)c3ccccc3C2=O)Nc2ccccc2)n1 (stereo not drawn),-2.2%,2.8,-11%,-0.23,x,1.3,-0.26,688,-1,2.7,5,7,x,x,-0.092,i,0.65,x,-9
CCC(C)(C)n1nnnc1CN1CCc2ccccc21,-2.2%,7.9,-5.8%,0.033,1194,1.4,0.4,790,-6,2.0,1,-5,0.62,0.6,-0.45,i,0.76,1141,-3
Cc1c(-c2ccc(Cl)cc2)[n+](=O)c(-c2ccccc2)cn1[O-],x,x,x,0.59,1107,x,-0.19,740,-1,x,x,x,-0.18,0.8,0.71,x,-0.94,1315,x
Cc1ccc(-c2n[nH]c(=S)n2C)cc1,-0.3%,1.3,-1.9%,0.68,1016,4.3,-0.1,x,x,6.9,15,5,0.34,0.8,0.99,i,-0.036,926,1
CN1CCN(CC#CCn2c3ccccc3c3ccccc32)CC1,-2.8%,8.2,-4.3%,1.1,1224,2.3,-0.19,757,-6,2.4,9,4,-0.42,-1.5,2,i,-0.37,1137,16
Cc1ccc(NC(=O)CC2SC(=Nc3ccc(O)cc3)NC2=O)cc1 (stereo not drawn),1.3%,1.6,-2.3%,-0.67,1585,1.5,-0.2,668,3,2.5,-33,6,-0.59,-1.7,-0.96,i,0.034,1081,-11
COc1ccccc1N/C(N)=N/c1nc(C)cc(C)n1,x,x,x,0.063,949,x,-0.2,680,-3,x,x,x,-1.5,-0.4,-1.2,x,-0.35,1283,x
COc1ccc(/C(C)=N\NC(=O)c2ccc3c(c2)OCO3)cc1OC,-1.3%,1.3,0.5%,0.041,x,2.0,-0.29,716,-8,4.0,17,-1,x,-1.7,-0.11,i,0.29,1052,-1
CC(=O)NS(=O)(=O)c1ccc(NC(=O)c2oc3c(Cl)cccc3c2C)cc1,x,x,x,-0.24,1100,x,0.083,619,1,x,x,x,0.21,-0.9,-0.35,x,0.63,1308,x
COc1cc(OC)c(C(=O)OCC(=O)c2cc(C)n(CC3CCCO3)c2C)cc1OC (stereo not drawn),0.8%,5.6,-6.1%,-0.026,1220,1.6,-0.22,708,20,3.7,-9,-1,-0.34,-0.1,-0.13,i,0.98,1050,19
COc1ccccc1-n1c2c(cc(C(=O)N3CCC(C)CC3)c1=O)C(=O)CC(C)(C)C2,-1.2%,2.7,-3.4%,1.4,1081,1.4,0.056,x,x,9.2,13,-3,0.81,1.2,1.8,i,-1.2,1192,2
O=C(c1ccc(CSCc2ccccc2F)o1)N1CCN(c2ccc(N3CCOCC3)nn2)CC1,-2.4%,9.8,-8.1%,0.34,1853,2.3,-0.14,712,-24,2.1,-4,3,0.91,-0.7,0.41,i,-0.19,1100,-10
N#Cc1c2c(c(Nc3ccc(O)cc3)n3c1nc1ccccc13)CCC2,-2.1%,9.9,-4.5%,0.37,x,1.4,0.12,558,-23,7.0,7,5,x,24,0.31,i,-0.39,389,-7
COC(=O)c1cc2sccc2n1Cc1nc(-c2cccc(Cl)c2)oc1C,-0.7%,7.1,x,-0.3,929,3.2,-0.035,x,x,3.4,-4,-3,0.33,x,-0.65,i,-0.099,x,6
COc1ccccc1/C=c1\sc2nc(-c3ccco3)nn2c1=O,-3.1%,11,1.3%,-0.7,1783,1.1,-0.12,643,21,7.5,-11,-81,0.21,-0.1,-2.2,i,1.3,996,6
Cc1cc(-c2ccccc2)nc(N(C)NC(=O)C(C)(C)C)c1S(C)(=O)=O,x,2.2,-7.8%,-0.2,1239,2.2,-0.32,699,4,1.3,8,-14,-0.68,0.0,-0.19,i,0.15,1083,-5
CCOC(=O)CCC(NC(=O)c1ccccc1C(=O)NC(CCC(=O)OCC)C(=O)OCC)C(=O)OCC (stereo not drawn),x,5.7,-7.2%,-1.2,1372,2.2,-0.22,702,2,2.0,-9,-11,-0.05,-1.9,-1.5,i,0.85,1051,-8
COc1ccc(/C=C2\CCCC3C2=NN(C(=O)COC(=O)CNC(=O)c2ccccc2)C3c2ccc(OC)cc2)cc1 (stereo not drawn),1.7%,7.0,-4.6%,-1.7,853,1.7,3.3,768,-1,2.2,10,-2,-0.28,-5.6,-5.7,i,-4.8,1243,-3
O=C1CC(C(=O)Nc2cccc(Cl)c2)n2ncnc2N1 (stereo not drawn),0.0%,5.5,-5.3%,-0.35,1225,2.3,-0.25,702,-7,4.3,7,-6,-1.6,-1.1,-0.59,i,2.2,1060,-5
COC(=O)c1sc2nc3c(c(-c4cccs4)c2c1N)CCCC3,-0.2%,10,-0.9%,0.54,1262,1.3,-0.27,738,3,4.7,1,-3,-0.1,2.0,0.029,i,0.58,498,7
CCCNC(=O)CSc1nnc(-c2ccco2)n1C,-0.6%,12,1.3%,0.26,1232,2.0,-0.2,x,x,1.3,-10,-3,0.34,-0.1,0.23,i,0.038,994,65
C=CC(=O)NC(NC(=O)C=C)c1ccccc1F,x,x,x,-0.13,1389,x,-0.17,707,-3,x,x,x,-0.62,0.8,-0.52,x,1,1368,x

Structures above with a COOH group:
structure,ER stress rescue,MT stabilizer cytotoxicity %,XIAP displacement,Dynein cargo inh nuclear GR-EGFP,Insulin prom up cell count,MT stabilizer Hoechst-high %,Dynein cargo inh cytoplasmic EGFP,Lipid droplet cells 6.5 µM,Lipid droplet,MT stabilizer,WT yeast gro inh,WT yeast gro inh mutant strain,Insulin prom up,bCat nuc transl,Dynein cargo inh,Autophagy HCS,Dynein cargo inh cell count,bCat nuc transl cell count 5 µM,Autophagy HCS cell loss 18 h
O=Cc1c(C(=O)O)n(CC(=O)O)c2ccccc12,-2.0%,2.1,-8.0%,0.5,1414,3.0,-0.23,633,9,3.0,5,10,-0.27,0.5,0.7,i,-0.77,1205,-1
O=C(O)c1ccccc1O,16%,11,-2.8%,-0.0051,x,1.9,-0.28,697,8,1.9,-9,-1,x,-3.3,-0.37,i,0.77,606,-29
